High-throughput results deposited in PubChem by several laboratories.
NadD inh: NadD (S. aureus) enzyme inhibition. 360,000 compounds, 0.78% hits. purified NadD enzyme, colorimetric absorbance read-out. AID 602399. inhibition, % at 20 µM; in the data active = inhibition above about 26%; note: some compounds past the cut are filed as inactive
Rpn11 block: Rpn11 (human) deubiquitinase inhibition | O00487 | human 26S proteasome, Ub4-pepOG fluorescence polarization; 20S core pre-blocked with epoxomicin | calls only at 20 µM | 360,000 compounds, 0.59% hits;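 active = inhibition at 20 µM, scaled to each plate's controls, above about 33%, limit read from the data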
Target sequence (O00487 whole entry, looked up): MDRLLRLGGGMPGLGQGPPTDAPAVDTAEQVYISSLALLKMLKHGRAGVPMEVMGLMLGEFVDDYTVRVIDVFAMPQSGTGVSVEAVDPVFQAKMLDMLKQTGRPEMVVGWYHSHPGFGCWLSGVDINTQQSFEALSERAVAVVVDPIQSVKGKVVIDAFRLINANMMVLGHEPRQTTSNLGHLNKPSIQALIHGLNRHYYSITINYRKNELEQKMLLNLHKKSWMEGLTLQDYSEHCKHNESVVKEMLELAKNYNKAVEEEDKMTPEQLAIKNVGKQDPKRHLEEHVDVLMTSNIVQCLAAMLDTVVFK
DNMT1 block: DNMT1 (human) enzyme inhibition; P26358; DNMT1 molecular beacon, Hinp1I cleavage, fluorescence; inhibition (reported as % activation of signal), % at 10 µM; 360,000 compounds, 0.83% hits; in the data active = inhibition above about 50%
STEP inh: inhibitors of human striatal-enriched phosphatase STEP. P54829. recombinant STEP, OMFP fluorogenic substrate, fluorescence. inhibition, % at 20 µM. 360,000 compounds, 0.25% hits. AID 588621;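 active = inhibition at 20 µM, scaled per plate between control wells, above about 37%, limit read from the data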;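 note: 0% = DMSO with enzyme and substrate and 100% = substrate only without enzyme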
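Also added – OMFP at 25 µM · Test system – STEP tyrosine phosphatase · Technique – FITC-channel fluorescence of OMFP product · Schedule – 20 min at room temperature, dark · Evaluation – control-normalized % inhibition with plate pattern correction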
SUMO1 PPI mod: modulators of human SUMO1-mediated protein-protein interactions. P63165. SUMO1 binding to a labelled peptide, TR-FRET, 1 h. inhibition, % at 20 µM. 360,000 compounds, 0.33% hits. AID 602429; in the data active = inhibition above about 37%
Target sequence (P63165 whole entry, looked up): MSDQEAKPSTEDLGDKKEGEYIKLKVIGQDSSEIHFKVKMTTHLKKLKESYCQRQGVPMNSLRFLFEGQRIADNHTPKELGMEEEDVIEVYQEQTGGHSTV
Tb MetRS inh: blocks T. brucei methionyl-tRNA synthetase activity | purified T. brucei MetRS, ATP depletion, Kinase-Glo luminescence | inhibition, % at 11.9 µM | 360,000 compounds, 0.4% hits | AID 624268;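 active = inhibition above a per-plate cutoff of the control wells' mean inhibition plus 3 SD, cut at about 5.5% in these data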;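 note: 0% = DMSO wells median and 100% = median of wells with control inhibitor compound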
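Test system – parasite MetRS enzyme · Reagent – substrates ATP, L-methionine and bulk Escherichia coli tRNA · Doses – 11.9 µM compound single dose, 0.9% DMSO · Times – 15 min enzyme-compound preincubation, 2 h reaction, 10 min detection, 25 °C · Signal – Kinase-Glo luminescence, ATP depletion format · Controls – DMSO-only wells as low control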
LMPTP inh: LMPTP (human) inhibition | inhibition, % at 20 µM | 360,000 compounds, 0.22% hits | P24666 | recombinant LMPTP-A, OMFP fluorogenic substrate, fluorescence intensity;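 active = compounds that cut the enzyme signal by at least half of the control window in the single-dose screen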;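 note: plate controls were DMSO wells with enzyme plus substrate for no effect and substrate without enzyme for full effect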
Target sequence (P24666 whole entry, looked up): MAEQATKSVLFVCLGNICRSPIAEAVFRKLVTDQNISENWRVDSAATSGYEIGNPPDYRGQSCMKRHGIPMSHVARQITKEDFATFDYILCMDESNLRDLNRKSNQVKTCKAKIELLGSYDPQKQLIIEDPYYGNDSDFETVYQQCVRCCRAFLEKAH
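material = LMPTP-A | quantity = 0.625 nM enzyme | reagent = OMFP substrate, 400 µM final | buffer or medium = Bis-Tris pH 6.0, DTT, detergent | detection = endpoint fluorescence intensity from OMFP dephosphorylation | dosing = single 20 µM dose | read-out basis = % inhibition relative to no-enzyme and uninhibited control wells | control set = no-enzyme and uninhibited controls | timing = 50 min at room temperature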
CSN inh: blocks human CSN-mediated cullin deneddylation; 360,000 compounds, 0.38% hits; Q92905; Purified CSN, SCF-Nedd8-OG deneddylation, fluorescence polarization; inhibition, % at 12.5 µM; AID 651999;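 active = pattern-corrected inhibition above about 35%, with an unprinted fluorescence ratio check between 0.5 and 1.5, limit read from the data, passing the limit was not always enough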;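 note: 0% = enzyme with substrate and 100% = substrate without enzyme; some results filed as inactive read as strong as hits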
Target sequence (Q92905 whole entry, looked up, one chain of several): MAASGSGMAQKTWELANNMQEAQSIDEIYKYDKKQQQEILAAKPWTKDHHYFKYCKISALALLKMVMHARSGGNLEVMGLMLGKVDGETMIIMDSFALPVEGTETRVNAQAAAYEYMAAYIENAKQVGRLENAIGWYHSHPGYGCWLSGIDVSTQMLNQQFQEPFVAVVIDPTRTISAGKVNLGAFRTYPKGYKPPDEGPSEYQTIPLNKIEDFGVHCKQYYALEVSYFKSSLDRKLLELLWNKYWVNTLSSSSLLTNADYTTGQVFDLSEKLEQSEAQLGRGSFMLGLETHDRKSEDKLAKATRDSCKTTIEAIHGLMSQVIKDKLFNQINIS
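Test system: purified human Csn5 enzyme expressed in HEK293T cells. Amount: 0.24 nM enzyme. Reagent: SCFSkp2-Nedd8OG substrate at 10 nM final. Schedule: 90 min incubation of compound, enzyme and substrate at room temperature. Detection: fluorescence polarization. Read-out: % inhibition of substrate cleavage by Csn5.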
Scp1 inh: Scp-1 (human) phosphatase inhibition; Q9GZU7; Recombinant Scp1, phosphopeptide, malachite green phosphate absorbance; inhibition, % at 20 µM; 340,000 compounds, 0.88% hits;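 active = inhibition above about 50% at 20 µM, limit read from the data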;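 note: plate controls were DMSO wells with enzyme for no effect and wells lacking enzyme for full effect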
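System: SCP-1 catalytic domain; Reagent: Phospho 17-mer peptide substrate; Doses: one concentration, 20 µM, with 1.0% DMSO; Incubation: 45 min room-temperature reaction, 5 min colour, 30 min stabiliser; Signal: Phosphate-binding colour reagent, absorbance read at 630 nm.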
MsrA inh: bovine MsrA inhibition; purified bovine MsrA, absorbance read-out; inhibition, % at 15.5 µM; 360,000 compounds, 0.75% hits; AID 651718; in the data active = inhibition above about 4.5%;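 note: 0% = vehicle wells with enzyme and 100% = reference inhibitor wells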
Active calls of the source: *; i = inactive; · = not tested or not shown. Outcome played no part in choosing rows; 3.9% or so of the library scored in one or more.

SMILES	NadD inh	Rpn11 block	DNMT1 block	STEP inh	SUMO1 PPI mod	Tb MetRS inh	LMPTP inh	CSN inh	Scp1 inh	MsrA inh
CN1C(=O)CSc2ccc(NC(=O)N3CCN(c4ccccc4)CC3)cc21	2	i	-9	1	5	-0.5	0.5	-3	-5	-1.8
O=C(C[C@H]1CC[C@H]2[C@@H](COC[C@H](O)CN2Cc2ccccc2)O1)NCCCN1CCOCC1	·	·	·	·	-2	-0.5	-3.5	-2	·	-0.2
CCn1cc(C(=O)OCC(=O)Nc2ccc(C(C)C)cc2)c(=O)c2ccc(C)nc21	-1	i	-2	4	1	-1.1	2.2	14	7	0.9
CCC(C)CCN1C(N(C)C)=NC[C@@H]1C (some centres not stated)	0	i	7	1	-8	0.5	-2.0	-2	-9	-0.8
Oc1ccc(/C=N/NC2=NCCCCC2)cc1	6	i	3	-1	-4	-0.6	0.2	4	-3	1.5
CCOC(=O)C1CCN(S(=O)(=O)c2ccc3c(c2)NC(=O)C(C)C(=O)N3)CC1 (configuration not stated)	-3	i	2	-2	1	-0.6	-1.3	-5	2	0.8
C=CCn1c(=O)c2ccccc2n2c(SCC(C)=O)nnc12	2	i	-1	2	3	-0.1	-2.1	1	-6	-0.4
O=C1COc2ccc(-c3n[nH]c(=O)c4ccccc34)cc2N1	-2	i	-3	2	-2	0.4	-0.9	-3	-5	2.0
O=C(CO/N=C/c1c(Cl)cccc1Cl)NNC(=O)c1ccc(Cl)cc1	-4	i	1	-2	2	-1.1	-2.0	-2	4	-0.3
Cc1cc(NC(=O)C(C)(C)C)no1	2	i	4	-4	-2	-1.3	-1.3	6	-3	-1.5
O=C(c1ccc(Br)o1)N1CCN(c2ccccc2F)CC1	-1	i	3	3	1	-1.2	0.0	-3	-6	0.5
Cc1ccc(N(Cc2cc(=O)[nH]c3ccccc23)C(=O)CCl)cc1	-4	i	24	1	-4	0.1	0.5	2	-7	0.3

Limited to Scp1 inh, for two of the compounds above:
mol | Scp1 inh
C=CCn1c(=O)c2ccccc2n2c(SCC(C)=O)nnc12 | -6
CCOC(=O)C1CCN(S(=O)(=O)c2ccc3c(c2)NC(=O)C(C)C(=O)N3)CC1 (configuration not stated) | 2

Additional entries follow:
SMILES	NadD inh	Rpn11 block	DNMT1 block	STEP inh	SUMO1 PPI mod	Tb MetRS inh	LMPTP inh	CSN inh	Scp1 inh	MsrA inh
COc1cccc(N=Cc2c[nH][nH]c2=O)c1	4	i	2	-3	-9	-0.3	-3.9	-2	-4	1.1
CC[C@@H]1CCC[C@@H](O)[C@@H](C)C(=O)O[C@H](C)[C@@H](C)C/C=C(C)/C(OC)=C\C(=O)N(C)C([C@@H](C)CC)C(=O)N(C)[C@@H](C(C)C)C(=O)N(C)[C@@H](COC)C(=O)N2CCC[C@H]2C(=O)N(C)[C@@H](C(C)C)C(=O)N2CCC[C@H]2C(=O)O1 (some centres not stated)	-12	i	-27	2	-1	0.0	-0.7	4	·	-0.7
CCCOc1ccc(-c2nnn(CC(=O)Nc3cccc(C(=O)OC)c3)n2)cc1	-3	i	18	3	-2	0.1	0.1	7	-18	1.5
COc1ccccc1CNC(=O)C1CCN(C(=O)[C@@H]2Cc3ccccc3CN2)CC1	-3	i	3	0	-3	-0.3	-1.3	-4	0	0.9
COc1cc2c(cc1OC)/C(=C/C(=O)c1ccc(C)cc1)NCC2	-1	i	-7	4	-28	-0.7	0.6	-3	1	0.7
CCc1cc2c(=O)n(-c3ccc(Br)cc3)cnc2s1	-1	i	5	-2	4	-0.4	0.2	5	-6	-0.1
CCOc1ccc(CNC(=O)CCC(=O)N2CCSc3ccccc32)cc1	-6	i	1	0	-3	-0.5	0.0	-2	-1	1.1
CC(C)Cc1ccc(CN2CCC(n3nccc3NC(=O)C3CCCC3)CC2)cc1	-3	i	-3	-1	2	-0.2	0.1	-4	1	-0.7
Cc1ccc(NC(=O)CN(C)CC(=O)Nc2sc3c(c2C(N)=O)CCC3)cc1	3	i	-4	-1	36	-0.1	1.0	-1	-7	1.8
C[C@H]1COC(=O)[C@H](Cc2ccc(F)cc2)CC/C=C/C[C@@H](CC(=O)N[C@@H](CO)Cc2ccccc2)C(=O)N1	-3	i	2	0	1	0.1	2.2	-3	-3	-0.1
O=C(O)c1cccc(Nc2nc3ccccc3nc2NS(=O)(=O)c2cccs2)c1	4	i	0	0	3	-1.1	0.5	2	-5	0.6
CC(=O)N[C@H]1[C@H](Oc2ccc3c(c2)CCC2C3CC[C@]3(C)C(=O)CCC23)O[C@H](CO)[C@@H](O)[C@@H]1O (some centres not stated)	-4	i	1	1	0	-0.7	-2.3	1	-3	-0.3
c1ccc(N2CCOCCOCCOCCOCC2)cc1	1	i	-6	1	2	-0.2	-0.5	4	-4	-0.5
CCCn1c(=O)c2ccccc2n2c(SCc3nc4ccccc4s3)nnc12	-1	i	-10	-3	4	0.1	-0.8	2	-9	0.4
COc1ccc(CCNC(=O)CNC(=O)Cn2ccc3ccccc3c2=O)cc1OC	-3	i	1	-1	1	-0.1	0.9	1	1	0.6
Cc1cccc(/C=C(\C(=O)C(=O)O)c2ccc3ccccc3n2)c1	-6	i	0	0	-16	-0.6	0.0	3	1	0.5
COc1cc(C(=O)NCCc2ccccc2)ccc1OCC(=O)N1CCOCC1	5	i	-4	0	4	-0.5	-0.1	5	-2	0.0
CC(C)C(=O)NC(=O)COC(=O)/C=C/c1cccs1	-3	i	2	-3	-10	-0.5	-0.2	-1	-5	2.1
COc1cccc(C(=O)NCC(=O)NCc2cc(=O)n(C)c(=O)n2C)c1	-2	i	1	1	5	0.4	-1.0	1	-8	-1.7
CNC(=O)c1ccsc1NC(=O)CN1C(=O)CCC1=O	-4	i	1	-1	0	-0.6	-0.2	7	-7	0.0
CCOC(=O)Cc1nn(C)c(=O)c2ccccc12	2	i	3	1	-2	-0.6	-1.4	-3	-2	0.7
O=C(CSc1ccc(Cl)cc1)Nc1cccc(-c2nnc(-c3ccco3)o2)c1	-9	i	3	1	-2	-0.1	-0.1	-8	-4	-0.1
CCCC(=O)Nc1ccc(N2CCN(C(=O)c3cc4ccccc4o3)CC2)cc1	-2	i	0	-1	-1	-0.4	-0.9	4	-3	1.4
O=C(NC(=O)c1ccccc1Cl)Nc1ccc(-c2cnco2)cc1	-1	i	5	-3	10	-0.2	11	5	-15	1.3
O=C(Nc1ccc2c(c1)OCCO2)C1CCN(C(=O)c2ccc([N+](=O)[O-])cc2)CC1	-4	i	-1	-1	-23	-0.9	-1.9	0	-4	2.2
Oc1ccc(-n2cccc2/C=N/n2cnnc2)cc1	-2	i	0	-1	-5	-1.2	-0.3	-16	7	3.0
CCc1c(O)c(/C(C)=N\O)c(=O)n(-c2ccccc2)c1-c1ccccc1	8	i	3	2	-2	-1.0	-1.7	0	2	0.3
CCCNC(=O)C1(C)CCCN(Cc2cccc(C(F)(F)F)c2)C1 (configuration not stated)	-2	i	-2	-2	0	-0.2	0.2	1	·	-0.6
O=C(c1ccc2c(c1)OCO2)N1CCC2(CC1)Oc1ccc(Cl)cc1C(=O)C21CC(c2ccccc2)=NO1 (configuration not stated)	15	i	-3	0	1	0.0	2.8	-2	-5	0.9
CCC(=O)c1ccc(OCC(=O)OCC(=O)N(CCC#N)c2ccc3c(c2)OCCO3)cc1	-2	i	2	0	5	-0.3	-1.9	2	-10	-0.1
Cc1ccc(NC(=O)CCC(=O)N/N=C/c2cccs2)cc1C	-5	i	3	-1	-8	0.8	0.3	-16	-5	0.1
CSc1ccc(S(=O)(=O)Nc2ccc(NC(C)=O)cc2)cc1	2	i	-2	5	0	-1.2	-0.8	4	-4	1.2
Cc1csc(=O)n1CC(=O)OCc1nnc(-c2ccc(Cl)cc2)o1	2	i	-1	-1	-3	-0.1	-0.8	1	-2	0.5
CCOC(=O)N1CCC(NC(=O)c2oc3c(F)cccc3c2C)CC1	-1	i	0	-1	-3	-0.7	-1.2	-3	-3	0.3
O=C(NCc1ccco1)C12CN(Cc3ccccc3)CC1C(c1ccc([N+](=O)[O-])cc1)=NO2 (configuration not stated)	7	i	-10	-1	-23	-0.1	0.0	6	-5	0.0
CCCCNc1cc(=O)oc2ccccc12	-1	i	0	-2	0	-3.7	-0.1	1	-3	0.4
Cc1ccc(C(=O)N/C(=C/c2cccs2)C(=O)NCc2ccco2)cc1	1	i	3	1	-3	0.1	-2.3	-3	-1	-0.4
Cc1cccc2cc(CN(Cc3ccco3)C(=O)c3ccco3)c(=O)[nH]c12	3	i	-4	0	0	0.2	-0.1	3	-4	0.3
CCOC(=O)c1ccccc1NC(=O)c1ccccc1NS(C)(=O)=O	-8	i	2	-1	1	-0.6	-1.6	-5	-2	-0.4
CC(=O)N1CCN(S(=O)(=O)c2cccc(C(=O)NNC(=O)Cn3nc(C)cc3C)c2)CC1	-1	i	0	0	0	0.2	-0.6	0	-4	-0.3
CC(OC(=O)c1ccc(NS(=O)(=O)c2ccc3[nH]c(=O)[nH]c3c2)cc1)C(=O)Nc1ccc(Cl)cc1 (configuration not stated)	7	i	-6	-2	11	-0.3	-2.4	-5	-12	-0.1
CCOc1ccc(N2CC(C(=O)Nc3ccc(F)cc3F)CC2=O)cc1 (configuration not stated)	-4	i	-2	-3	0	0.0	-0.1	2	-9	1.1
COc1cccc(OCc2cc(C(=O)N3CCN(c4ccccc4OC)CC3)no2)c1	6	i	-1	2	9	-0.4	1.5	-2	0	0.3
COc1cc(OC)c(OC)cc1/C=N/Nc1ncnc2c1[nH]c1ccccc12	-10	i	-22	1	12	0.9	-1.0	1	-5	-0.1
Cc1cc(C(=O)CSc2nnc(-c3ccco3)o2)c(C)n1-c1ccc2c(c1)OCCO2	29	i	9	-3	1	-0.4	1.8	7	-9	1.1

In the list so far, 2 contain a COOH group.
SMILES	NadD inh	Rpn11 block	DNMT1 block	STEP inh	SUMO1 PPI mod	Tb MetRS inh	LMPTP inh	CSN inh	Scp1 inh	MsrA inh
O=C(O)c1cccc(Nc2nc3ccccc3nc2NS(=O)(=O)c2cccs2)c1	4	i	0	0	3	-1.1	0.5	2	-5	0.6
Cc1cccc(/C=C(\C(=O)C(=O)O)c2ccc3ccccc3n2)c1	-6	i	0	0	-16	-0.6	0.0	3	1	0.5
